# tim23-1 inh = tim23-1 yeast growth inhibition; actives 1.3% (n = 330,000); inhibition, % at 20 µM; S. cerevisiae tim23-1 growth, BacTiter-Glo luminescence, 24 h;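 active means growth inhibition of the mutant yeast at or above 50%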;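 further: temperature-sensitive mutant grown at 25 °C; plate controls were DMSO-treated mutant yeast for no effect and medium wells lacking yeast for full effect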
# UPR XBP1 act = adaptive UPR (XBP1) activation | CHO-XBP1 luciferase reporter, IRE1-XBP1 UPR activation, luminescence; percent of tunicamycin response, DMSO as zero | activation, % at 20 µM | actives 0.33% (n = 330,000);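 active means versus positive control, 20 µM dose yields 30% or more activation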;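 further: 100% = tunicamycin at 10 µg/mL and 0% = DMSO only wells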
#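 Test system: CHO-XBP1 luciferase reporter cells | Buffer or medium: Serum-containing F12 medium, 10% FBS | Schedule: 6 h compound exposure at 37 °C, 5% CO2 | Detection: Steady-Glo luciferase glow luminescence, 10 min after reagent addition | Read-out basis: Activation, % of tunicamycin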
# CHOP UPR activ = apoptotic UPR (CHOP) activation; CHO-CHOP luciferase reporter, luminescence; percent of tunicamycin response over DMSO baseline; activation, % at 10 µM; actives 0.34% (n = 330,000);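 active means at 10 µM dose, activation of 40% or more, normalized to positive control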;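 further: 100% = tunicamycin at 10 µg/mL and 0% = DMSO alone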
#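 Material: CHO-CHOP cells, stable luciferase reporter of PERK-eIF2a-CHOP signalling; quantity: 500 reporter cells seeded per well; buffer or medium: F12 medium containing 10% fetal bovine serum; compound: one dose, 10 µM in 0.5% DMSO; incubation: 6 h compound treatment, 37 °C; measured by: Steady-Glo luciferase luminescence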
# APJ antagonist = blocks the human apelin receptor APJ | CHO-K1 APJ beta-arrestin complementation, luminescence | AID 2521 | P35414 | inhibition, % at 20 µM | actives 0.32% (n = 330,000);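 active means inhibition above about 40% at 20 µM, limit read from the data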;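 further: cells challenged with 10 nM apelin-13 agonist together with compound; plate controls were apelin-13 plus DMSO wells for no effect and DMSO wells lacking apelin-13 for full effect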
# Target sequence (P35414 whole entry, looked up): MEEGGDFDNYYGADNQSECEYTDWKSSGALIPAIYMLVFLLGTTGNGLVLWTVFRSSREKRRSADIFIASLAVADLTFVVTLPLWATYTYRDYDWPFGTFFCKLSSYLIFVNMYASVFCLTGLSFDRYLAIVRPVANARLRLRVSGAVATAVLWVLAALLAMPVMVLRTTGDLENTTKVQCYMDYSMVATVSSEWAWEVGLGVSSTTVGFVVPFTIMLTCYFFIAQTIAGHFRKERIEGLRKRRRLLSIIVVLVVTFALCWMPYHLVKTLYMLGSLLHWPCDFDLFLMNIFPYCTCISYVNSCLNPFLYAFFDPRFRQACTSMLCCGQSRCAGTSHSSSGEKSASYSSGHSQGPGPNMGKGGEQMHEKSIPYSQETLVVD
# EBI2 block = blocks human EBI2 receptor beta-arrestin signaling | P32249 | EBI2 beta-arrestin recruitment, luminescence, 7a,25-OHC stimulated | inhibition, % at 5 µM | actives 0.81% (n = 360,000); in the data active means inhibition above about 38%;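 further: enzyme fragment complementation signal reports receptor beta-arrestin coupling in cells; 0% = agonist plus DMSO wells and 100% = wells without agonist; some results beyond the cut were filed as inactive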
# Mdm2 MdmX PPI = human Mdm2/MdmX binding inhibition | AID 485346 | actives 3% (n = 330,000) | inhibition, % at 8 µM | SaOS-2 split-luciferase Mdm2/MdmX complementation, luminescence;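 active means inhibition of at least 50% at 8 µM in the primary screen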
# APJ ag = activates the human apelin receptor APJ; CHO-K1 APJ PathHunter beta-arrestin, luminescence; 0% DMSO wells, 100% apelin; activation, % at 20 µM; actives 0.11% (n = 330,000);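 active means activation more than six SD over the plate average, tested at 20 µM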;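 further: 0% = DMSO alone and 100% = apelin-13 at 10 nM; some results filed as inactive read as strong as hits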
#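 Incubation: overnight seeding, 90 min compound at 25 °C, 1 h detection; test system: PathHunter CHO-K1 APJ (AGTRL-1) beta-arrestin reporter cells; amount: 1000 cells/well; doses: one dose, 20 µM compound, 1% DMSO; measured by: beta-gal luminescence; measure: agonist-driven arrestin binding to APJ; benchmarks: negative DMSO alone, positive Apelin-13 at 10 nM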
# CXCR6 inh = CXCR6 (human) receptor inhibition | O00574 | inhibition, % at 20 µM | CHO-K1 PathHunter CXCR6 beta-arrestin, luminescence | actives 0.36% (n = 360,000); in the data active means inhibition above about 34%, passing the limit was not always enough;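 further: antagonist mode with CXCL16 agonist at 10 nM final; 0% = 10 nM CXCL16 with DMSO and 100% = unstimulated wells without agonist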
# CCR6 antagonist = CCR6 (human) receptor antagonism | actives 0.49% (n = 340,000) | CHO-K1 CCR6 PathHunter beta-arrestin, luminescence, CCL20-stimulated | P51684 | AID 493098 | inhibition, % at 20 µM;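 active means compounds whose inhibition of the agonist-driven luminescence signal at 20 µM reaches about 50%, limit read from the data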;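 further: cells stimulated with CCL20 at 14 nM final; plate controls were DMSO with CCL20 for no effect and DMSO without agonist for full effect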
# Target sequence (P51684 whole entry, looked up): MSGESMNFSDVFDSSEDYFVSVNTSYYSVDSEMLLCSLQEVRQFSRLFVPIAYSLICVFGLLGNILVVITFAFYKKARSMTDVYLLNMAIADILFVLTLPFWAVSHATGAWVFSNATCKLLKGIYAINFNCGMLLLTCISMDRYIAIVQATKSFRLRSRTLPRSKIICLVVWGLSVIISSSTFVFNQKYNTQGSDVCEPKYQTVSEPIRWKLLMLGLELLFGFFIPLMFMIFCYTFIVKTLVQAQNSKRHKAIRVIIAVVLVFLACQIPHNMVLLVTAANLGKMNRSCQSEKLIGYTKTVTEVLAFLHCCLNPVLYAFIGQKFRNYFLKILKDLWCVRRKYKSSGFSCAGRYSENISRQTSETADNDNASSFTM
# Active calls of the source: *. Only part of the results is shown; count on the stated rates, not on these rows.
# Sample of the layout:
SMILES,tim23-1 inh,UPR XBP1 act,CHOP UPR activ,APJ antagonist,EBI2 block,Mdm2 MdmX PPI,APJ ag,CXCR6 inh,CCR6 antagonist
CCN1C(=O)[C@H]2[C@@H](c3ccc(-c4ccc(C(C)=O)cc4)cc3)N3CCCC[C@@]3(C(=O)OC)[C@H]2C1=O,35,-1,0.2,1,16,-7,1,4,14
CC1Sc2ccc(S(=O)(=O)N3CCC(C(=O)NCC(C)c4ccccc4)CC3)cc2NC1=O (stereo unspecified),16,-5,-0.4,-11,-16,27,11,-3,6
CCNC(=S)N(CCc1ccc(S(N)(=O)=O)cc1)C1CC(=O)N(c2ccccc2)C1=O (stereo unspecified),12,-3,-1.8,-2,6,9,0,1,3
CN(C)CC(C)(C)CNS(=O)(=O)c1cccc(Cl)c1Cl,16,-3,0.7,22,-9,-22,-1,2,0
CC1CCCN(C(=O)COC(=O)CNC(=O)c2ccc(Br)cc2)C1 (stereo unspecified),14,0,-2.5,-3,-3,-12,-2,-12,-1
CC1Cc2ccccc2N1C(=O)CSc1nnc(Cn2nnc3ccccc32)n1C (stereo unspecified),-2,-2,1.2,24,-11,8,-1,4,8

# The list itself (from the top)
SMILES,tim23-1 inh,UPR XBP1 act,CHOP UPR activ,APJ antagonist,EBI2 block,Mdm2 MdmX PPI,APJ ag,CXCR6 inh,CCR6 antagonist
CCN1C(=O)[C@H]2[C@@H](c3ccc(-c4ccc(C(C)=O)cc4)cc3)N3CCCC[C@@]3(C(=O)OC)[C@H]2C1=O,35,-1,0.2,1,16,-7,1,4,14
CC1Sc2ccc(S(=O)(=O)N3CCC(C(=O)NCC(C)c4ccccc4)CC3)cc2NC1=O (stereo unspecified),16,-5,-0.4,-11,-16,27,11,-3,6
CCNC(=S)N(CCc1ccc(S(N)(=O)=O)cc1)C1CC(=O)N(c2ccccc2)C1=O (stereo unspecified),12,-3,-1.8,-2,6,9,0,1,3
CN(C)CC(C)(C)CNS(=O)(=O)c1cccc(Cl)c1Cl,16,-3,0.7,22,-9,-22,-1,2,0
CC1CCCN(C(=O)COC(=O)CNC(=O)c2ccc(Br)cc2)C1 (stereo unspecified),14,0,-2.5,-3,-3,-12,-2,-12,-1
CC1Cc2ccccc2N1C(=O)CSc1nnc(Cn2nnc3ccccc32)n1C (stereo unspecified),-2,-2,1.2,24,-11,8,-1,4,8
CSc1ccccc1C(=O)NCc1ccc2c(c1)OCO2,-5,-1,-0.8,0,-2,-5,-3,-6,-8
COC(=O)C1=C(C)Nc2nc3ccccc3n2C1c1ccccc1F (stereo unspecified),9,1,-0.5,1,6,26,-1,-8,-4
CCC(C)c1ccc(NC(=S)NN2CCOCC2)cc1 (stereo unspecified),-1,0,5.3,7,-8,-5,-2,4,-8
Cc1cc2ncn(/N=C/c3ccc(-c4ccccc4)o3)c2cc1C,-10,1,-0.1,17,13,-3,-4,-4,4
Cc1ccc(Cl)cc1N1CCN(C(=O)c2ccc(CN3CCOCC3)cc2)CC1,12,-3,-1.4,9,3,12,-1,0,10
COc1ccc(CCn2c(C)cc(C(=O)CSc3nc(N)cc(=O)[nH]3)c2C)cc1,17,0,2.1,5,1,29,0,-7,3
COc1cc(C(C)=O)ccc1OCC(O)CNCC(O)c1ccccc1 (stereo unspecified),-5,3,-1.2,6,1,-24,-3,1,7
CC1CCCN(c2ccc3nncn3n2)C1 (stereo unspecified),7,2,1.1,11,-6,12,-5,-9,3
COCCn1c(SCc2ccc(OC)c(F)c2)nnc1-c1ccncc1,8,-1,-0.1,6,7,-2,-2,1,-11
CCn1c(CSc2nc3ccccc3s2)nnc1SCC(=O)c1ccc2c(c1)OCCO2,24,-1,0.1,0,6,32,1,3,-2
CNC1(C)[C@H]2CC[C@H](C2)C1(C)C (stereo partly specified),7,-1,-0.5,3,-3,-1,-2,3,2
O=C(c1cnc2n(c1=O)CCS2)N1CCc2ccccc21,6,-1,1.0,-5,-5,5,1,0,6
COC(=O)CNC(=O)CSc1nc2sc(-c3ccccc3)cc2c(=O)n1-c1ccccc1,26,2,1.3,12,18,-2,0,5,19
CCOC(=O)n1c(=O)n(Cc2ccc(Cl)c(Cl)c2)c2ccccc21,48,-2,0.2,4,7,15,-2,4,20
Cc1ccccc1CN1CCN(CC(=O)NCc2ccccc2)C1=O,13,-1,1.4,-10,-7,0,-2,5,0
Cc1cc(Br)ccc1SCC(=O)NCC(c1ccco1)N1CCCCC1 (stereo unspecified),5,-1,0.8,-25,20,17,3,4,21
CCOC(=O)c1ccc(N2CCOCC2)c(NC(=O)c2ccc3c(c2)OCO3)c1,37,0,-1.5,17,-1,41,-3,-2,3
COc1ccc2c(c1)C(C1C(=O)CCCC1=O)c1ccccc1O2 (stereo unspecified),-1,-2,1.4,11,3,10,-6,1,-15
C=CCN(CC=C)C(=O)C1CCN(Cc2ccc(OCc3ccccc3)cc2)CC1,-20,-2,3.6,16,6,8,0,1,13
COc1ccnc(N=CNOCc2ccc(C)cc2)c1C#N,-2,1,5.0,-8,7,-5,1,-3,4
COc1ccc(/C(C)=N/N2C(C)CCCC2C)c(OC)c1 (stereo unspecified),-1,-6,-1.3,18,5,1,0,5,9
Fc1cccc2ncnc(OCc3ccccc3)c12,2,1,0.0,1,-3,3,-2,3,25
CC(=O)Nc1ccc(S(=O)(=O)N[C@@H](C)C(=O)N2CCN(C/C=C/c3ccccc3)CC2)cc1,11,0,-0.5,-12,8,35,-2,0,9
CC(C)c1ccccc1NC(=O)c1cnccn1,15,-2,-1.8,13,7,2,0,7,3
COc1cc2c(cc1NC(=O)COC(=O)C(CCSC)NC(=O)c1ccccc1Cl)oc1ccccc12 (stereo unspecified),2,-2,8.2,-3,24,-13,-1,0,-6
CCOC(=O)C(NC(=O)CC)(Nc1sc(C)c(CC)c1C#N)C(F)(F)F (stereo unspecified),21,-2,2.5,-3,-1,-1,-1,5,17
O=C(CCCO)N/N=C/c1ccccc1[N+](=O)[O-],8,-1,-0.7,-39,0,-34,1,0,-8
O=C(N/N=C/c1ccc(O)cc1)NC12CC3CC(CC(C3)C1)C2,41,2,0.3,-7,24,-18,1,-2,9
Cc1ccc(S(=O)(=O)N2CCNC(=O)C2)c(C)c1,10,-3,0.4,1,-2,6,6,2,14
OC(c1ccccc1)c1nccc2ccccc12 (stereo unspecified),-9,1,0.2,6,6,16,-4,0,6
CCN(CC(=O)NC1CCS(=O)(=O)C1)S(=O)(=O)c1ccc(F)cc1 (stereo unspecified),3,-1,0.6,8,-9,26,-3,-1,13
COCCOC(=O)C1=C(C)NC(=O)NC1c1c(Cl)nc2ccccn2c1=O (stereo unspecified),3,0,-0.5,-8,1,16,-1,-12,1
CN(Cc1ccccc1)Cc1c(O)ccc2ccccc12,12,0,3.7,9,-3,13,1,-1,9
COc1ccc(CCNC(=O)c2ccc(N3CCCC3=O)cc2)cc1,-2,0,-1.5,-8,-5,-24,1,-4,14
CC(=O)c1ccc(NC(=O)CN2CCN(c3ncccn3)CC2)cc1,26,-1,2.0,-3,-4,3,-23,-1,-11
CCOC(=O)C1=C(C)N(CC)C(=S)NC1c1ccccc1OC(F)F (stereo unspecified),25,-1,1.1,1,-7,3,-2,-1,14
CC(C)Cc1ccc(C(C)C(=O)Nc2nccs2)cc1 (stereo unspecified),4,0,0.2,15,-7,23,2,-5,0
C=C1CCN([C@@H](C)C(=O)NCc2cc(OC)c(OC)c(OC)c2)S(=O)(=O)c2ccccc21,6,-1,-0.6,18,-8,-6,-1,3,2
COc1cccc(N2CCN(C3CCCC(C)C3)CC2)c1 (stereo unspecified),6,1,-0.5,10,-8,-20,-6,3,10
CCCCn1c(NC(=O)C2CCCCC2)nc2ccccc21,33,-2,-2.8,20,-6,40,-2,17,32
O=C(Nc1ccc(F)cc1)c1cccc2ccccc12,16,-4,2.7,8,-1,21,-2,10,4
COc1ccc(-c2nn(-c3ccccc3)cc2C(=O)NC2CC2)cc1,16,-1,1.6,25,-8,-3,-3,-5,8
O=C(Nc1ccccc1Cl)c1csc(-c2cccnc2)n1,27,1,3.1,13,1,13,-3,2,12
CC1CCCCN1C(=O)C(=O)c1cn(CC(=O)N2CCCC2)c2ccccc12 (stereo unspecified),3,-4,-0.2,-4,-3,18,-1,-9,9
CC(C(=O)NCc1ccccc1Cl)n1cc([N+](=O)[O-])cn1 (stereo unspecified),12,0,2.9,-10,-10,-3,1,-2,6
CCOc1cc([C@H]2[C@@H]3CCCC[C@]3(O)CCN2CC(=O)NCc2ccco2)ccc1O,3,2,5.2,-1,12,-1,-3,-7,-9
COc1ccc(CCNC(=O)c2ccc3c(c2)N(Cc2ccc(C)cc2)CCS3)cc1OC,27,-7,2.1,17,21,7,-3,10,7
COc1ccc(CN(C(=O)c2snc(C(N)=O)c2N)C(C(=O)NC(C)(C)C)c2ccco2)cc1 (stereo unspecified),10,-1,0.7,-20,0,-16,-5,2,7
COc1cc2c(cc1OC)-c1cc(Nc3ccc(N(C)C)cc3)nc(=O)n1CC2,6,14,0.8,3,-6,45,3,-8,4
Cc1cc(C)n(C(=O)CNC(=O)Cc2ccccc2)n1,13,1,1.7,11,-3,-18,3,2,11
CC(=O)c1cccc(S(=O)(=O)Nc2c(C)nn(C)c2C)c1,9,2,0.4,-3,6,9,-4,6,3
Cc1ccc(S(=O)(=O)Nc2ccccn2)cc1[N+](=O)[O-],-9,-2,-1.2,-3,4,8,0,-8,8
COc1ccc(Cl)cc1NC(=O)C1(c2cccs2)CCOCC1,35,-3,-0.1,18,2,17,-1,13,20
COC(=O)c1sccc1NC(=O)Nc1ccccc1F,29,1,4.0,21,-3,-15,-3,0,8

# Following part
SMILES,tim23-1 inh,UPR XBP1 act,CHOP UPR activ,APJ antagonist,EBI2 block,Mdm2 MdmX PPI,APJ ag,CXCR6 inh,CCR6 antagonist
N/N=C(\c1ccccc1)C12CN3CN(CN(C3)C1)C2,17,3,-6.1,-5,-5,-24,-1,-5,14
Cn1c(NC(=O)C[n+]2cc(-c3ccc(Cl)cc3)n3c2CCC3)cc(=O)n(C)c1=O,14,-2,-2.7,16,-6,2,-2,4,4
O=C(O)CCC(=O)NNC(=O)COc1cccc(Cl)c1,10,-1,-2.5,2,6,14,1,0,0
COc1ccc(OCCOCCOc2ccc(C)cc2[N+](=O)[O-])cc1,4,0,0.8,5,5,-7,-1,-1,6
CC(/C=C/c1ccco1)=N\NC(=O)c1cc(Cl)ccc1O,4,4,-1.2,-4,5,-2,-1,9,15
COc1ccc(CNC(=O)COC(=O)CCC2CCCCC2)cc1,13,-2,1.1,13,-3,-36,-3,3,0

# Bioassay records as filed in PubChem BioAssay.
